Bioassay records as filed in PubChem BioAssay.
HT1080 IDH1KD tx = qHTS for induction of synthetic lethality in tumor cells producing 2HG: qHTS for the HT-1080-IDH1KD cell line | HT-1080 IDH1 knockdown viability, ATP luminescence, 48 h | Potency, µM (series often up to 46.1 µM), without a hit: at the highest dose activity, negative = toxicity, actives largely listed as cytotoxic | 360,000 tested, 2% active;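 further: potency means the concentration at half of the fitted maximal effect; 0% = DMSO wells and -100% = cell-free medium wells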
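Viability of IDH1-knockdown HT-1080 fibrosarcoma cells was assessed by CellTiter-Glo after 48 h at 37 °C with titrated compound; concentration-effect curves were classified by fit quality and response size.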
HepG2 tox = qHTS for Inhibitors of TGF-b: Cytotox Counterscreen; HepG2 CAGA-GFP viability, ATP luminescence, 18 h; Potency, µM (doses to about 46.1 µM), inactives show at the top dose activity change, negative = cytotoxicity, usual class: cytotoxic; 410,000 tested, 0.76% active; AID 588856, 2011; further: potency means the concentration at half of the fitted maximal effect; some results filed as inactive show a strong effect at the top dose
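CellTiter-Glo luminescence gave cytotoxicity after 18 hours at 37 degrees C. The cells were HepG2 CAGA-GFP in 1% FBS DMEM, stimulated with 500 pg/mL TGF-beta after compound addition. %Activity was normalised to no-cell wells (complete cell-killing) and DMSO (no toxicity), and curves were fitted and classified.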
MCF10A rereplic = A quantitative high throughput screen for small molecules that induce DNA re-replication in MCF 10a normal breast cells; AID 624296, 2012; MCF 10A DNA re-replication, Hoechst nuclear intensity, 48 h; Potency, µM (top dose mostly 46.1 µM), for inactives: at the top dose activity, positive = re-replication, usual class: activators; 350,000 tested, 2.9% active; further: potency means the concentration at half of the fitted maximal effect; % of control where 0% means no effect; nearly all actives have a fitted effect of over 50% in size
S2 tox = Viability Counterscreen for Primary qHTS for Inhibitors of ATXN expression | 400,000 tested, 0.49% active | S2 cells (HEK-293 line with an ATXN2-luciferase reporter) viability, CellTiter-Fluor protease fluorescence, 24 h | Potency, µM (top dose mostly 56.7 µM), usual class: cytotoxic; further: potency means the concentration at half of the fitted maximal effect; nearly all actives have a fitted effect of over 40% in size
HT1080-NT tox = qHTS for induction of synthetic lethality in tumor cells producing 2HG: qHTS for the HT-1080-NT fibrosarcoma cell line | HT-1080-NT fibrosarcoma viability, CellTiter-Glo ATP luminescence, 48 h | Potency, µM (titrated, usually from 46.1 µM), for inactives: at the top dose activity, negative = less viability, actives largely listed as cytotoxic | 360,000 tested, 1.6% active | AID 686970, 2013;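 further: NT is the 2HG producing partner of a matched IDH1 knockdown line; potency means the concentration at half of the fitted maximal effect; 0% = DMSO-treated cells and -100% = media-only wells without cells; nearly all actives have a fitted effect of over 55% in size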
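Compounds were tested in concentration-response format on HT-1080-NT cells for 48 hours at 37 degrees C. Cell viability came from CellTiter-Glo luminescence; curves were classified by r2, response magnitude and activity.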
KB-3-1 tox = qHTS assay for MDR1-selective chemotherapeutics: Primary screen using the parental adenocarcinoma cell KB-3-1; AID 1347075, 2019; 400,000 tested, 1.4% active; KB-3-1 viability, CellTiter-Glo ATP luminescence, 72 h; Potency, µM (highest dose often 46.1 µM), for inactives: top-dose activity change, negative = cytotoxic, usual class: cytotoxic; further: potency means the concentration at half of the fitted maximal effect; on the % scale 0 is the no-effect control and ±100 the full control effect; nearly all actives have a fitted effect of over 60% in size
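Luminescent ATP read-out (CellTiter-Glo) measures survival of drug-naive KB-3-1 cells after 72 h compound exposure at 37 °C. Titration series was screened from lowest to highest concentration, with DMSO vehicle plates as background controls.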
IL1B secr inh = qHTS for Inhibitors of Inflammasome Signaling: IL-1-beta AlphaLISA Primary Screen. THP-1 LPS/ATP IL-1B secretion, AlphaLISA, 16 h; stronger effect = lower value. activity change, % at 57.5 µM. 360,000 tested, 4.7% active. AID 743279, 2014; in the data active means activity change below about -50%; inconclusive means mostly about -30% to -49%; further: on the % scale 0 is the no-effect control and ±100 the full control effect
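THP-1 cells pretreated 1 hr with compounds (up to 57.5 uM final), then stimulated with LPS (250 ng/mL final) plus ATP (1.25 mM final); secreted IL-1B measured by AlphaLISA after 16 hr, decreased signal indicating inhibition.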
ATXN2 expr inh = Primary qHTS for Inhibitors of ATXN expression; HEK-293 ATXN2-luciferase reporter, luminescence, 24 h; Potency, µM (highest dose often 57 µM), for the others: at the top dose activity change, negative = inhibition, actives largely listed as inhibitors; 360,000 tested, 0.72% active; further: potency means the concentration at half of the fitted maximal effect; on the % scale 0 is the no-effect control and ±100 the full control effect; nearly all actives have a fitted effect of over 55% in size
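qHTS (up to 57 uM final) was run with 24 h compound exposure of reporter cells at 37 °C. Each well was multiplexed: SteadyGlo luminescence measured ATXN2-luciferase expression after a fluorogenic Gly-Phe-AFC viability readout (25 uM final).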
SW480 rerep = A quantitative high throughput screen for small molecules that induce DNA re-replication in SW480 colon adenocarcinoma cells; SW480 DNA re-replication, Hoechst DNA content imaging, 48 h; Potency, µM (doses to about 46.1 µM), for the others: top-dose re-replication activation, usual class: activators; 340,000 tested, 1.8% active; AID 624297, 2012; further: potency means the concentration at half of the fitted maximal effect; % of control where 0% means no effect; nearly all actives have a fitted effect of over 55% in size
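250 cells/well; 23 nL cpd via pin tool; 48 hr, 37 C, 5% CO2; Hoechst 40 min; imager read of total nuclear intensity, ex 405/em 500-530 nm.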
Starred values were filed as active, the others as inactive; i = inactive; ? = inconclusive; . = no result given; & = joins results of further samples; [ ] = remark or other dose. Unless noted, the call rests on the fitted dose curve; in most records, active means well fitted curve in the direction sought with a large enough effect; inconclusive means small, poorly fitted or top-dose-only effect, or another doubt; inactive means no such curve, though single readings can be large; an effect the other way counts as inactive or inconclusive.

The opening two entries (preview)
Values run as follows: HT1080 IDH1KD tx | HepG2 tox | MCF10A rereplic | S2 tox | HT1080-NT tox | KB-3-1 tox | IL1B secr inh | ATXN2 expr inh | SW480 rerep
- COC(=O)/C(=C/c1ccc(OC)cc1)NC(=O)c1ccco1
  15% | -1% | -3% | i | 18% | -6% | 0 | 2% | .
- Fc1cccc(Cl)c1CSc1nnc(CN2CCOCC2)n1-c1ccccc1
  1% | 21% | 2% | ? | 10% | -6% | -16 | -1% | -3%

The listing, previewed entries included:
Values run as follows: HT1080 IDH1KD tx | HepG2 tox | MCF10A rereplic | S2 tox | HT1080-NT tox | KB-3-1 tox | IL1B secr inh | ATXN2 expr inh | SW480 rerep
- COC(=O)/C(=C/c1ccc(OC)cc1)NC(=O)c1ccco1
  15% | -1% | -3% | i | 18% | -6% | 0 | 2% | .
- Fc1cccc(Cl)c1CSc1nnc(CN2CCOCC2)n1-c1ccccc1
  1% | 21% | 2% | ? | 10% | -6% | -16 | -1% | -3%
- Cc1nn(CC(=O)OCC(=O)NCCc2ccc(S(N)(=O)=O)cc2)c(C)c1[N+](=O)[O-]
  ? | 0% | 0% | i | -7% | 8% | 3 | . | 4%
- Cc1c(N2C(=O)C(=O)/C(=C(/O)c3ccc(Cl)cc3)C2c2ccccc2)c(=O)n(-c2ccccc2)n1C (stereo unspecified)
  14% | -22% | -6% | i | 14% | 10% | 9 | 2% | -3%
- COc1ccc(OC)c(NC(=O)c2cc(-c3ccc(Cl)s3)nc3ccccc23)c1
  . | 3% | . | i | . | -9% | . | 3% | .
- COc1cccc(/C=C/c2nc(C#N)c(NCC(C)C)o2)c1
  ? | -18% | 3.3µM* | . | -25% | ? | ? | . | 21µM*
- CCN(CC)C(=O)Cn1c(=O)n(CCCCCC(=O)NCc2ccccc2)c(=O)c2sccc21
  . | 3% | . | i | . | 8% | . | -3% | .
- N#Cc1ccccc1Cn1c(=O)n(CCCCC(=O)NCc2ccc3c(c2)OCO3)c(=O)c2ccccc21
  . | -5% | . | i | . | 9% | . | 8% | .
- C[C@H](CO)N1C[C@H](C)[C@@H](CN(C)C(=O)Nc2ccc(F)cc2)OCc2cnnn2CCCC1=O
  7% | -15% | . | i | 10% | 0% | 15 | 11% | .
- C[C@@H]1CN([C@H](C)CO)C(=O)c2cc(NC(=O)NC3CCCCC3)ccc2O[C@H]1CN(C)S(C)(=O)=O
  11% | -1% | 9% | i | ? | 5% | 12 | 10% | -9%
- COc1ccc(S(=O)(=O)N2CCCc3ccccc32)cc1OC
  ? | -6% | 10% | i | -21% | ? | 53 | 43%[activator] | ?
- Cc1cccc(S(=O)(=O)NC(=O)C2(C)CCN2C(=O)Cc2ccccc2)c1 (stereo unspecified)
  9% | 0% | . | i | ? | 0% | 3 | 14% | .
- COCCn1c(SCC#N)nnc1-c1ccc(OC)cc1
  0% | -11% | -5% | i | 19% | 28% | 1 | 4% | 3%
- Cc1ccc(N2C(=O)C3CC(c4ccccc4)=C4C5C=CC(C6C(=O)N(c7ccc(C)cc7C)C(=O)C56)C4C3C2=O)c(C)c1 (stereo unspecified)
  -7% | -32% | 4% | i | -2% | 1% | -19 | -6% | 13%
- O=C(CN(Cc1cccs1)C(=O)CNS(=O)(=O)c1ccccc1)NCc1ccco1
  5% | 3% | 2% | ? | 4% | 19% | 5 | -5% | -5%
- CC(OC(=O)Cc1ccc(F)cc1)C(=O)NCc1ccc2c(c1)OCO2 (stereo unspecified)
  4% | -5% | -1% | i | 2% | 13% | 9 | -2% | 1%
- Cc1c(Cl)cccc1N1C(=O)CC(NNC(=O)c2cccnc2)C1=O (stereo unspecified)
  17% | 6% | ? | i | 1% | -2% | i | 28% | 1%
- CCCC[C@@H]1CCCO[C@@](C(=O)NCc2ccccn2)(C(F)(F)F)C1
  1% | 4%&-16% | ? | i | -1% | -2% | 2 | -30% | -11%
- CCOc1ccc(Cc2noc3c2C(=O)CC(C)(C)C3)cc1OCC
  -7% | -2% | 1% | i | -13% | -14% | 15 | 14% | -1%
- CC(=O)C1=CCC(c2ccco2)N(S(=O)(=O)c2ccc(C)cc2)C1 (stereo unspecified)
  4% | -7% | . | i | 2% | 0% | 13 | 7% | .
- COc1ccccc1CNC(=O)/C=C/c1ccc(S(=O)(=O)N2CCOCC2)cc1
  -11% | 2% | -2% | i | 0% | 7% | -15 | -32% | -2%
- Cc1ccc(NC(=O)C2CCN(c3nc4ccccc4nc3C(F)(F)F)CC2)cc1C
  . | -1% | . | i | . | 7% | . | 3% | .
- CCCc1cc(-c2nc(N)ncc2-c2ccc3c(c2)OCCCO3)c(O)cc1OC
  ? | -124% | ? | ? | -25% | -27% | ? | ? | ?
- CC(c1ccncn1)N(C)Cc1nc(-c2ccc(C(F)(F)F)cc2)no1 (stereo unspecified)
  7% | -39% | 3% | i | 1% | -2% | 0 | -9% | -7%
- COCCNC(=O)/C(C#N)=C/c1ccccc1Br
  2% | -15% | ? | i | 0% | -1% | ? | 35% | ?
- O=C(NCC1CCCO1)C(c1ccc(F)cc1)N(CCCN1CCOCC1)C(=O)c1ccc(-c2ccccc2)[nH]1 (stereo unspecified)
  5% | -3% | 1% | ? | -2% | 5% | -23 | -10% | 8%
- COc1cccc(NC(=O)CN(C)C(=O)c2ccc(OCc3ccccc3)c(OC)c2)c1
  1% | -5% | 4% | i | -3% | 0% | -9 | 2% | -5%
- Cc1ccc2[nH]cc(C(=O)CCl)c2c1
  21µM* | -105% | ? | ? | 16µM* | ? | -101* | ? | ?
- CCCCc1ccc(S(=O)(=O)NC(=O)C2(C)CCN2C(=O)C/C=C/c2ccccc2)cc1 (stereo unspecified)
  -2% | -20% | . | i | 3% | 0% | 25 | -15% | .
- COc1ccccc1C(=O)CN1C(=O)NC2(CCCc3ccccc32)C1=O (stereo unspecified)
  1% | -1% | 3% | i | 1% | -14% | 7 | -10% | -1%
- CC(=O)N(C)N(C)c1cc(C)nc(N)n1
  11% | 5% | 4% | i | 10% | 13% | 10 | -24% | -6%
- COC(=O)c1nnn(CC(=O)Nc2cccc(OC)c2)c1C(=O)OC
  10% | -20% | 3% | i | 21% | 1% | -61* | 6% | 13%
- O=C(CCCOc1ccccc1)N1CCN(S(=O)(=O)c2cccc(F)c2)CC1
  -1% | 4% | -2% | i | 5% | -1% | -4 | 7% | -11%
- COc1cc(OC)cc(-c2c(Sc3ccccc3)c3cc(-c4cnc(N5CCOCC5)nc4)ccc3n2C)c1
  21% | . | . | i | 15% | 6% | 0 | 10% | .
- CCc1cc(=O)oc2cc(OCC(=O)OC)c(Cl)cc12
  7% | -6% | -3% | i | 11% | 0% | -14 | 1% | -3%
- COc1ccc(OC)c(NC(=O)Nc2ccc3[nH]ccc3c2)c1
  3% | -27% | -2% | i | 3% | 0% | -1 | -12% | -23%
- CCCCn1c(N)c(N(CC(C)C)C(=O)CN(C)S(=O)(=O)c2ccc(NC(C)=O)cc2)c(=O)[nH]c1=O
  8% | -13% | -4% | i | 4% | 9% | -1 | 1% | -8%
- O=C(CN1CCCCCC1)Nc1cccc2c1OCO2
  5%[9.24 µM] | 0% | 19% | i | 5% | -9% | 22 | 22% | ?
- O=S(=O)(NCCC1CC1(Cl)Cl)c1ccccc1 (stereo unspecified)
  3% | -55% | -9% | i | 7% | 1% | . | 5% | ?
- Cc1ccc(-c2n[nH]c(=S)n2/N=C/c2cccs2)cc1
  -6% | -12% | -10% | i | -1% | 0% | 20 | -4% | ?
- Cc1cccc(C)c1NC(=O)C(c1ccc(Cl)cc1Cl)N1CCCCC1 (stereo unspecified)
  -3% | 2% | 20% | i | 3% | 0% | ? | -1% | 26%
- COc1ccc(Cl)cc1N1C(=O)CC(Sc2ccccc2N)C1=O (stereo unspecified)
  -27% | 5% | 3% | i | -9% | 1% | ? | 5% | -3%
- O=C(CSc1nnc(-c2ccco2)o1)NC1CCCCCC1
  1% | 3% | 1% | i | 1% | 10% | -11 | -2% | -2%[9.22 µM]
- COC(=O)C1=C(C)Nc2ncnn2C1c1ccc(OC(=O)c2ccccc2)cc1 (stereo unspecified)
  -10% | 2% | -1% | i | -3% | 10% | 14 | -17% | -1%
- COc1ccc(OC)c(/C=N/NC(=O)CNC(=O)c2cccc3ccccc23)c1
  3% | -4% | -2% | i | 0% | -21% | -3 | 0% | 4%
- Cc1cccc(NC(=O)Cc2coc3ccc4ccccc4c23)n1
  7.1µM* | -25% | ? | i | ? | 5% | -3 | 0% | ?
- Cc1ccc(S(=O)(=O)N/N=C/c2ccc3nccnc3c2)cc1
  3% | -14% | -3% | i | 5% | -7% | 0 | -13% | -1%
- CC(=O)c1c(C(C)=O)c(C)n(NC(=O)c2ccccc2O)c1C
  6% | -10% | 1% | i | -1% | 10% | 2 | -2% | -8%
- COC(=O)c1ccc(N=NN2CCOCC2)cc1
  29% | -4% | ? | i | 22% | 24% | -9 | 11% | 17%
- CCCc1nc2c(s1)CCc1onc(-c3ccc(OC)cc3)c1-2
  3% | -17% | 8.2µM* | i | 0% | 0% | 14 | 4% | -2%
- Cc1nc(SCCC(=O)O)c2cc(-c3ccccc3)sc2n1
  3% | -46% | 11% | i | 7% | -4% | -3 | 2µM* | -3%
